Assay outcomes (PubChem)
RBBP9 inh: inhibitors of human serine hydrolase RBBP9 | recombinant RBBP9, FP-Rh probe fluorescence polarization | inhibition, % at 7.94 µM | O75884 | hit rate 0.2% among 220,000;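 active = inhibition above the campaign mean of all tested compounds plus 3 SD, cut at about 14% in these data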;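 note: plate controls were DMSO wells with RBBP9 for no effect and wells lacking RBBP9 protein for full effect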
Target sequence (O75884 whole entry, looked up): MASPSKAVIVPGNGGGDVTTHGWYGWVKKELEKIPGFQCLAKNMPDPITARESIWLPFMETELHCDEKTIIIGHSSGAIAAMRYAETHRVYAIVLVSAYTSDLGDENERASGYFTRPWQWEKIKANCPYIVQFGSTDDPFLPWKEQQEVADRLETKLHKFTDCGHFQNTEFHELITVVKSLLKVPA
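Material: RBBP9 protein. Amount: RBBP9 at 2.5 µM in dispensed solution, before mixing. Schedule: 30 min then 45 min, 25 °C. Medium: Tris buffer pH 8.0, NaCl, Pluronic. Measured by: fluorescence polarization. Measure: percent inhibition from mP, scaled between DMSO and no-protein wells. Replication: one well per compound.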
NPY-Y2 PAM-ag: potentiators or agonists of human neuropeptide Y receptor Y2 | P49146 | cells expressing NPY-Y2, potentiator/agonist read-out | activation, % at 3.6 µM | hit rate 0.45% among 220,000 | AID 1359; in the data active = activation above about 27%;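 note: cells stimulated with NPY near EC25 plus isoproterenol at EC100; 0% = vehicle plus submaximal agonist and 100% = vehicle plus saturating agonist; some results beyond the cut were filed as inactive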
Target sequence (P49146 whole entry, looked up): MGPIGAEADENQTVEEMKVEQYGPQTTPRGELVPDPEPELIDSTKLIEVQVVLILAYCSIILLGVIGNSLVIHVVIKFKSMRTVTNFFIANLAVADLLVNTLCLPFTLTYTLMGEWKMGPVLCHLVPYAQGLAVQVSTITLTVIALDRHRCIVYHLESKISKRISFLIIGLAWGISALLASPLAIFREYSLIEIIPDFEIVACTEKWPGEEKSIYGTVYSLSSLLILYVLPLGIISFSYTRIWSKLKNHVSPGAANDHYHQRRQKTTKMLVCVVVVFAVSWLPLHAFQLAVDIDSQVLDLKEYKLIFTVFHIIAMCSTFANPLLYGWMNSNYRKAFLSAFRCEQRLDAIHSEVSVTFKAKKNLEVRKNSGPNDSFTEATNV
Hck Nef HTS: blocks Nef-activated human Hck kinase | P08631 | Recombinant Hck-YEEI plus Nef, Z-Lyte FRET kinase assay | inhibition, % at 20 µM | hit rate 0.68% among 220,000 | AID 463187;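 active = Hck-Nef kinase inhibition above about 50%, limit read from the data; inactive = inhibition below that limit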;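 note: 0% = DMSO with Hck plus Nef and 100% = Hck alone without Nef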
Target sequence (P08631 whole entry, looked up): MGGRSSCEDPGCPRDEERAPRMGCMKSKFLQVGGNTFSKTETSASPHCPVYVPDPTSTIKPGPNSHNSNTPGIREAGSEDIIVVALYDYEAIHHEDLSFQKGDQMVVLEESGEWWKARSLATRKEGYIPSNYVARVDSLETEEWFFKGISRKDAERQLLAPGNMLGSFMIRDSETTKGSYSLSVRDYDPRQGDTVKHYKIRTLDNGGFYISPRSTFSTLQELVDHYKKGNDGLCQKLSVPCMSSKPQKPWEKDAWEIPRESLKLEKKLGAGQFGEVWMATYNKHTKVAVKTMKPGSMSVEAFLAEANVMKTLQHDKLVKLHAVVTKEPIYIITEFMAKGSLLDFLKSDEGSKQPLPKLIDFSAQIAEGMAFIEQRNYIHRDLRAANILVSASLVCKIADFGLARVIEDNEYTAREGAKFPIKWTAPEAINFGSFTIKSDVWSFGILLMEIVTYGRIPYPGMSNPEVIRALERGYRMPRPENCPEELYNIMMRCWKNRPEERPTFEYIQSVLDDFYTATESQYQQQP
Runt-CBFb FRET: inhibitors of human RUNX1 Runt domain binding to CBFb; Cerulean-Runt/Venus-CBFb FRET ratio 530/480, 1 h; hit rate 0.46% among 220,000; inhibition, % at 20 µM; Q01196+Q13951;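 active = inhibition over about 50% at 20 µM in the single-dose screen, limit read from the data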;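 note: 0% = DMSO wells and 100% = excess unlabeled CBFb competitor control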
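Reagent – Venus-CBFb binding partner, 100 nM · Assay system – Cerulean-tagged RUNX1 Runt domain (FRET donor) fusion protein · Input – 100 nM per protein · Incubation – two 1 h room-temperature incubations shielded from light · Measured by – FRET fluorescence · Medium – Tris buffer pH 7.5 with salts and BSA · Benchmarks – unlabeled CBFb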
NPY1 pot ag: potentiates or activates human NPY-Y1 receptor; P25929; NPY-Y1 expressing cells, potentiator/agonist activation; activation, % at 3.6 µM; hit rate 0.37% among 220,000; in the data active = activation above about 33%, passing the limit was not always enough;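 note: cells stimulated with NPY at EC10 then isoproterenol at EC100; 0% = low agonist plus stimulus and 100% = saturating agonist plus stimulus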
p97 ATPase inh: human p97 ATPase inhibition | P55072 | recombinant p97 ATPase, Kinase-Glo ATP luminescence, 3 h | inhibition, % at 8 µM | hit rate 0.42% among 220,000; in the data active = inhibition above about 15%;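 note: 0% = DMSO vehicle and 100% = wells lacking enzyme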
Mdm2 ligase inh: inhibitors of human Mdm2 E3 ubiquitin ligase. Q00987. cell-based MDM2 ubiquitination luciferase reporter, 2 h; 0 = plate control, 100 = twice control, blank-subtracted. signal enhancement, % at 5 µM. hit rate 0.11% among 210,000. AID 1230;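 active = signal enhancement of 30% or more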;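 note: luminescence tracks abundance of the self-degrading MDM2-luciferase fusion protein; higher signal means inhibition of MDM2 E3 ligase activity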
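Buffer or medium: Cells held in DMEM | Assay system: Stable mammalian line carrying autodegrading MDM2–luciferase fusion reporter | Quantity: 2000 cells/well | Times: 4 h settle plus 2 h compound, 37 °C | Doses: One concentration, 5 µM, with 0.2% DMSO | Technique: Luminescence with SteadyLite reagent, 15 min at room temperature | Benchmarks: Plate controls and plate blanks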
Runt-SMMHC FRET: inhibitors of human RUNX1 Runt domain binding to CBFb-SMMHC; Q01196+Q13951; Cerulean-Runt/Venus-CBFb-SMMHC FRET ratio 530/480, 1 h; inhibition, % at 20 µM; hit rate 0.74% among 220,000;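 active = mean inhibition across duplicate retests at 20 µM reaching about 50%, limit read from the data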;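 note: 0% = DMSO wells and 100% = wells with excess untagged CBFb-SMMHC; inhibitors lower the FRET ratio by blocking Runt binding to CBFb-SMMHC; some results filed as inactive read as strong as hits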
NPY Y1 blocker: antagonists of human neuropeptide Y receptor Y1. inhibition, % at 3.6 µM. HEK293-CNG Y1 cells, membrane potential fluorescence; NPY at EC95, then isoproterenol. hit rate 1% among 200,000;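 active = inhibition above the campaign mean inhibition of all tested compounds plus 3 SD, cut at about 20% in these data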;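 note: 0% = DMSO wells given NPY plus isoproterenol and 100% = isoproterenol alone without NPY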
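Material: Y1- and CNG-channel-expressing HEK293 cells / Probe or stimulus: NPY 25 nM then isoproterenol 1 µM plus Ro 20-1724 25 µM / Doses: 3.6 µM single dose, DMSO 0.4% / Schedule: compound incubation 1 h at room temperature, readout 45 min post-stimulation / Signal: membrane potential fluorescence / Benchmarks: isoproterenol-only wells as full block versus NPY-plus-isoproterenol wells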
Active calls of the source: *; nt = not tested or not shown. This is a random part of the collection, and some 3.5% of all compounds hit somewhere here.

SMILES | RBBP9 inh | NPY-Y2 PAM-ag | Hck Nef HTS | Runt-CBFb FRET | NPY1 pot ag | p97 ATPase inh | Mdm2 ligase inh | Runt-SMMHC FRET | NPY Y1 blocker
CC(C)OC(=O)Cn1cc(C#N)c2ccccc21 | 0.6 | -10.0 | 17.6 | 2.5 | 25.1 | 3.6 | 2.7 | 2.1 | -0.8
Cc1nnc(SCC(=O)Nc2cc(S(=O)(=O)N3CCCC3)ccc2Cl)s1 | 3.3 | -11.4 | 16.3 | 1.0 | 3.5 | -2.6 | nt | 4.7 | nt
O=C(c1ccccc1F)N1CCN(c2ccc([N+](=O)[O-])c3ncccc23)CC1 | -5.2 | -9.5 | -0.4 | -3.6 | -12.7 | -5.8 | -18.3 | 2.1 | -1.6
Cc1ccc(C(=O)CN2CCC(NC(=O)C3CCCCC3)CC2)cc1 | -2.2 | -18.3 | 1.0 | 0.9 | 6.8 | -2.9 | 0.6 | -0.7 | 6.1
Cc1ccc(-n2c(-c3cccs3)nc3nc4ccccc4nc32)cc1 | -6.5 | 3.4 | 5.0 | -0.2 | 9.8 | 7.1 | -13.3 | -86.4 | 3.2
O=C(c1ccco1)N(Cc1ccco1)c1ccc(O)cc1 | -11.1 | -7.4 | 0.9 | -3.2 | -1.5 | 3.5 | -8.4 | -79.3 | 4.4
O=C(NC(NC(=S)Nc1cc(Cl)ccc1Cl)C(Cl)(Cl)Cl)c1ccco1 (configuration not stated) | -20.6 | 2.5 | -0.3 | -1.7 | -7.3 | -1.1 | -25.6 | -1.0 | 1.7
COc1ccc(-c2ccc(C(=S)N3CCN(C(C)=O)CC3)o2)cc1 | -8.9 | -0.5 | -1.7 | 20.8 | -23.0 | 6.1 | -1.8 | 23.1 | -1.6
Cc1cc(=O)[nH]c(N/N=C/c2c(C)nn(-c3ccccc3Cl)c2Cl)n1 | 3.8 | 10.7 | 3.6 | -0.8 | 12.6 | 2.7 | 3.0 | -3.0 | -3.9
O=C(Nc1cccc(F)c1)/C(=C\c1ccco1)NC(=O)c1cccs1 | -2.4 | 2.7 | -0.6 | 12.4 | -2.1 | 3.2 | -13.5 | 1.3 | 0.2
CC1CN(Cc2nc3ccccc3c(=O)[nH]2)CC(C)O1 (configuration not stated) | 2.6 | 20.7 | -3.1 | 0.8 | -13.5 | 2.1 | 0.0 | -0.8 | -0.7
COc1ccc2[nH]c(=O)c(CNC3CCCCC3)cc2c1 | 2.7 | -3.5 | -0.3 | -27.5 | -15.7 | 7.2 | 3.3 | -113.9 | -1.0
O=C1c2cccc3cccc(c23)C(=O)N1Cc1cccnc1 | 2.0 | -20.6 | -1.1 | 0.3 | 7.0 | -3.1 | -9.0 | -2.3 | nt
N=C1/C(=C/c2cccn2-c2ccc([N+](=O)[O-])cc2)C(=O)N=C2SC=CN12 | -2.5 | 5.1 | 12.6 | -2.1 | 13.8 | 0.3 | -19.6 | -2.5 | 6.0
O=C(CSc1nnc(-c2ccccc2)o1)N1CCN(c2ccccc2)CC1 | -7.3 | -0.8 | -8.7 | -1.5 | 0.5 | -5.2 | -9.5 | -6.8 | 1.0

A few values from the list.
RBBP9 inh with O=C(Nc1cccc(F)c1)/C(=C\c1ccco1)NC(=O)c1cccs1 reads -2.4
p97 ATPase inh with O=C1c2cccc3cccc(c23)C(=O)N1Cc1cccnc1 reads -3.1

(cont.)
SMILES | RBBP9 inh | NPY-Y2 PAM-ag | Hck Nef HTS | Runt-CBFb FRET | NPY1 pot ag | p97 ATPase inh | Mdm2 ligase inh | Runt-SMMHC FRET | NPY Y1 blocker
O=C(Nc1ccccc1C(=O)NCc1ccccc1)c1ccco1 | 6.9 | -4.0 | 0.6 | 0.3 | -16.5 | 4.5 | -5.9 | 3.4 | 6.0
CNC(=O)CNC(=O)Nc1ccc(Cl)c(Cl)c1 | -1.9 | 4.7 | 2.8 | 1.1 | 13.8 | -0.5 | 1.2 | -2.5 | 0.0
O=S(=O)(c1ccc(Cl)s1)N1CCN(c2ncccn2)CC1 | 0.9 | -0.8 | 7.7 | -0.4 | 13.1 | 0.3 | -1.8 | -2.0 | -3.6
CC1CC(Nc2cccc(O)c2)=CC(=O)O1 (configuration not stated) | 2.2 | -6.4 | -0.8 | 3.2 | 4.4 | 1.8 | -1.9 | -2.2 | -6.1
Cc1nn(CC(=O)NC(C)c2ccccc2)c(=O)c2ccccc12 (configuration not stated) | -1.1 | 12.7 | -3.6 | 0.3 | -2.5 | 2.4 | 5.5 | -2.9 | -6.2
CCCN(CCC)C(=S)NC(=O)c1ccc(Cl)cc1Cl | -8.2 | -15.4 | -1.5 | 0.3 | -24.3 | 1.1 | 8.2 | 3.1 | -2.1
COC(=O)c1sccc1NC(=O)CSc1nnnn1-c1ccccc1F | -3.1 | -14.2 | -0.9 | 1.6 | -31.9 | 1.5 | -10.9 | -0.5 | 7.7
CN1CCCC1CCNC1C2CC3CC(C2)CC1C3 (configuration not stated) | -6.4 | 5.0 | 1.7 | -3.1 | -16.9 | 1.7 | -11.1 | -0.7 | 4.8
CCCCOC(=O)Nc1nnc(/C=C/c2ccc(OC)cc2)s1 | -3.5 | -5.0 | 22.0 | -0.2 | -3.1 | 2.3 | 1.2 | 5.1 | -6.4
CC1CCc2sc(-c3n[nH]c(=S)o3)cc2C1 (configuration not stated) | -2.0 | -18.1 | -8.3 | 9.8 | -26.6 | -2.3 | -3.4 | 6.9 | 11.6
Cc1nnc(NC(=O)C2C3C=CC(O3)C2C(=O)O)s1 (configuration not stated) | -0.6 | 4.1 | -1.3 | 4.1 | 0.8 | 3.1 | -3.1 | 6.1 | -4.2
O=C(CCN1C(=O)c2ccccc2C1=O)C1=NN[C@@H]2C(=O)N(c3cccc(F)c3)C(=O)[C@H]12 | -9.5 | 7.7 | 3.7 | -62.1 | 3.8 | -6.7 | -3.5 | 0.0 | 2.7
CCOC(=O)c1ccc(NC(=O)NCCc2ccccc2OC)cc1 | -8.6 | -24.5 | 20.2 | nt | -2.3 | 1.0 | -4.8 | nt | 2.8
COC(=O)CCC(=O)NNC(=O)c1ccc([N+](=O)[O-])cc1 | -4.3 | -8.2 | 21.6 | 1.0 | 12.4 | 3.9 | -25.1 | -2.0 | 0.2
CCc1nnc(NC(=O)C2=CCN(S(=O)(=O)c3ccccc3)CC2)s1 | 0.4 | -15.5 | 9.7 | -2.7 | -4.3 | 2.4 | -8.7 | -0.2 | nt
Cn1c(=O)c(=O)n(C)c2cc(S(=O)(=O)CCC(=O)N3CCOCC3)ccc21 | -0.8 | -7.0 | 16.2 | -2.5 | -11.8 | 7.6 | -19.5 | 2.3 | -2.2
O=C1OC(N2CCN(C(=O)C3CCCO3)CC2)c2ccccc21 (configuration not stated) | -0.7 | 4.0 | 5.5 | -1.1 | 13.3 | 1.2 | -18.3 | 1.1 | -1.4
COc1ccc2cnn(-c3ccc(OC(F)(F)F)cc3)c(=O)c2c1OC | -9.3 | -12.6 | -2.1 | -1.0 | 0.2 | -3.5 | -10.1 | 1.3 | nt
CCOC(=O)c1sc(C)c(C(=O)NCC(C)(C)CN(C)C)c1N | -5.4 | -6.6 | -0.4 | 3.3 | -31.2 | 1.8 | -1.3 | 1.3 | -0.7
CCOc1cccc(CNCCSc2nnnn2C)c1 | 0.4 | -8.9 | 12.5 | 1.4 | 2.5 | 1.6 | -1.8 | -6.5 | 5.3
Cc1ccc(NCc2nnc(SCC(=O)NNC(=O)Cc3ccccc3)n2C)cc1 | -2.0 | -5.2 | 23.9 | -1.7 | -1.8 | 3.5 | nt | -2.6 | nt
CCc1ccc2c(CN3CCc4ccccc43)cc(=O)oc2c1 | -2.9 | -9.2 | 1.6 | -0.5 | -2.4 | -1.7 | -20.6 | 2.9 | 21.9*
Clc1ccc(OCCn2ccnc2)c(Cl)c1 | -6.9 | -8.9 | -8.3 | 0.9 | -21.7 | -6.0 | -1.5 | 3.0 | 4.5
CCCOc1ccc(-c2csc(NC(=O)CN3C(=O)CCC3=O)n2)cc1 | -1.8 | 13.7 | 6.2 | 0.9 | -10.7 | 6.5 | 2.9 | -5.0 | -2.0
CC1=C(C#N)C(NC(=O)c2ccccc2Cl)(C(F)(F)F)C(=O)N1 (configuration not stated) | -3.1 | 9.8 | 3.4 | 0.7 | 4.7 | 6.4 | -7.2 | -0.6 | -4.8
CC(C)c1ccc(NC(=S)N2CCCC(c3ccc(F)cc3)=N2)cc1 | -3.0 | -7.5 | 6.2 | -0.4 | -16.4 | 2.6 | -3.3 | 0.2 | nt
CCCC(=O)Nc1nnc(SCC(=O)NCc2ccco2)s1 | -8.3 | 1.4 | 1.7 | 0.1 | -8.7 | 0.7 | -10.5 | 3.4 | 1.0
CCOc1ccc2nc(NC(=O)c3cnccn3)sc2c1 | -14.1 | 10.9 | 2.0 | -0.7 | 16.3 | 5.9 | -51.1 | -4.5 | -6.3
CN1CCC(OC(=O)c2ccccc2Cl)CC1 | -6.1 | -9.9 | 19.8 | 0.6 | 18.3 | 2.6 | 1.4 | -2.7 | 1.3
COc1ccc(CCNC(=S)NC(=O)/C=C/c2ccc(C)cc2)cc1OC | -10.2 | -8.3 | 4.2 | nt | -11.7 | -3.1 | nt | nt | 7.4
CN(C)S(=O)(=O)c1ccc(NC(=O)CNc2cc(S(=O)(=O)N3CCCC3)ccc2OCC(F)(F)F)cc1 | -8.4 | -4.2 | 3.3 | -1.0 | 5.9 | -2.4 | -9.6 | 2.7 | 0.4
CCCOc1ccccc1C1CC(=O)Nc2cc3c(cc21)OCCO3 (configuration not stated) | -3.5 | 8.3 | 1.0 | -1.4 | -4.2 | 1.2 | -16.0 | 3.1 | 8.0
O=C(NCCc1ccccc1)C1CC(c2ccccc2O)=NO1 (configuration not stated) | -4.9 | -3.7 | 3.1 | -0.9 | -12.7 | 1.9 | 13.2 | 3.0 | -0.4
COc1ccc(C2CC(c3ccccc3)=NN2C(=O)COC(=O)c2nc3nc(C)cc(C)n3n2)cc1 (configuration not stated) | -2.8 | -3.6 | 23.8 | -5.0 | -5.5 | -1.0 | -2.5 | 5.4 | 0.1
COc1ccc(C(=O)Nc2cc(C)ccc2NC(=O)COc2ccccc2)cc1 | 5.3 | -13.5 | -1.1 | 1.4 | -8.8 | -0.3 | 2.3 | 3.7 | 4.8
